S aureus QS inh: S. aureus quorum sensing inhibitors, primary screen, RNAIII-GFP reporter, flow cytometry. S. aureus RN6390 RNAIII-GFP reporter, AIP-induced, flow cytometry 3 h. inhibition, % at 2 µM. actives 0.3% (n = 24,000). AID 527, 2006;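 active = share of bacteria positive for the green fluorescent reporter and its mean brightness both inhibited by 50% or more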;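 also: 0% = AIP-stimulated control and 100% = unstimulated bacteria without AIP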
S aureus QS inh GFP MFI %: further read-out of S aureus QS inh, marked with its call; inhibition, %; measured here: inhibition of GFP MFI
* marks the source's active call; other numbers are inactive results.

Screening Cc1cc(C)n(-c2nc3sc4c(c3c3nnc(SCC(N)=O)n23)CC(C)(C)OC4)n1 returned S aureus QS inh -1 and S aureus QS inh GFP MFI % -3.
Screening Cc1cccn2c(=O)c(C=Nc3ccc(Cl)cc3)c(NCCO)nc12 returned S aureus QS inh -1 and S aureus QS inh GFP MFI % -9.
CCc1nccn1S(=O)(=O)c1ccc(OC)c(OC)c1 was read as S aureus QS inh -3 and S aureus QS inh GFP MFI % -12.
COC(=O)c1cccnc1-n1c(=O)c2cccnc2n(Cc2cccc(OC)c2)c1=O was read as S aureus QS inh 1 and S aureus QS inh GFP MFI % 11.
`CN1CCOc2cc(S(=O)(=O)Nc3ccc(F)cc3)ccc21` gave S aureus QS inh 2 and S aureus QS inh GFP MFI % 6.
For COc1cccc(NC(=O)CSc2nc3ccccc3c(=O)n2CCCC(=O)N2CCCC2)c1 the results were S aureus QS inh 36 and S aureus QS inh GFP MFI % 48.
For Cc1cccc(C)c1NC(=O)Cn1c(=O)n(CCC(=O)NCc2ccco2)c(=O)c2sccc21 the results were S aureus QS inh -2 and S aureus QS inh GFP MFI % 5.
For CCOC(=O)c1ccc2ncc(C(=O)OCC)c(NCCN(C)C)c2c1 the results were S aureus QS inh -1 and S aureus QS inh GFP MFI % 9.
Screening COc1ccc(Cl)cc1NC(=O)CSc1nnc(Cc2cccn2C)n1-c1ccc(F)cc1 returned S aureus QS inh 14 and S aureus QS inh GFP MFI % 49.
Screening c1ccc(-c2nc3nonc3c3nc4ccccc4n23)cc1 returned S aureus QS inh 0 and S aureus QS inh GFP MFI % -4.
For CC1CCCN(C(=O)C(Cc2ccccc2)n2cccc2)C1 (stereo not given) the results were S aureus QS inh -2 and S aureus QS inh GFP MFI % -19.
For Cc1ccc(S(=O)(=O)NCCCOC(=O)Nc2ccncc2)cc1 the results were S aureus QS inh 12 and S aureus QS inh GFP MFI % 26.
`COc1ccc(-n2nc(C(=O)NCC(=O)NCc3ccco3)c3ccccc3c2=O)cc1` gave S aureus QS inh -3 and S aureus QS inh GFP MFI % -29.
`CC1(C)Cc2c(C#N)c(NCCCO)nc(-c3ccccc3)c2CO1` gave S aureus QS inh 0 and S aureus QS inh GFP MFI % -1.
For O=C(COc1ccccc1Cl)NCCCN1CCOCC1 the results were S aureus QS inh -2 and S aureus QS inh GFP MFI % -3.
O=C(Nc1nc(-c2ccc(S(=O)(=O)N3CCCCCC3)cc2)cs1)c1cccs1 was read as S aureus QS inh -1 and S aureus QS inh GFP MFI % 4.
`CCOC(=O)c1ccc2nc(C)c3c(c2c1)OC(C)C3` (stereo not given) gave S aureus QS inh 1 and S aureus QS inh GFP MFI % 10.
Screening CCOC(=O)CSc1nnc(CNC(=O)c2ccccc2OC)n1-c1ccc(OC)cc1 returned S aureus QS inh -1 and S aureus QS inh GFP MFI % 4.
Screening Cc1cccc(OCCCc2c(C)n[nH]c2C)c1 returned S aureus QS inh -1 and S aureus QS inh GFP MFI % -5.
`O=C(NC1CCCCC1)c1ccc(S(=O)(=O)N2CCCCC2)cc1` gave S aureus QS inh -2 and S aureus QS inh GFP MFI % 4.
CCC(=O)N1CCc2cc(Br)cc(S(=O)(=O)CC(=O)OC)c21 was read as S aureus QS inh 1 and S aureus QS inh GFP MFI % 5.
For CCOC(=O)N1CCN(c2cc(=O)n(C3CCCCC3)c(=O)[nH]2)CC1 the results were S aureus QS inh -3 and S aureus QS inh GFP MFI % -23.
Screening CCOc1ccc(OCC)c(NC(=O)C2CCN(c3ncccn3)CC2)c1 returned S aureus QS inh -1 and S aureus QS inh GFP MFI % 3.
CCOc1ccccc1C1C(C(N)=O)=C(C)Nc2nc(-c3ccccc3Cl)nn21 (stereo not given) was read as S aureus QS inh 0 and S aureus QS inh GFP MFI % 1.
Cc1ccnc(NC(=O)Nc2ccc(F)cc2)c1 was read as S aureus QS inh 0 and S aureus QS inh GFP MFI % 7.
Screening COc1ccc(C2N(c3cc(Cl)ccc3OC)C(=O)C3CCCN32)cc1 (stereo not given) returned S aureus QS inh 1 and S aureus QS inh GFP MFI % 8.
COc1ccccc1NC(=O)C1CC(=O)N(c2ccc(F)cc2)C1 (stereo not given) was read as S aureus QS inh 0 and S aureus QS inh GFP MFI % 6.
Screening CCCCCOc1ccc(OC(=O)c2ccncc2)cc1 returned S aureus QS inh -5 and S aureus QS inh GFP MFI % -12.
`CC(OC1=CC(=O)CCC1)C(=O)c1ccccc1` (stereo not given) gave S aureus QS inh -1 and S aureus QS inh GFP MFI % -3.
CCOC(=O)N1CCN(C(=O)C2CCC(=O)N2C(C)C)CC1 (stereo not given) was read as S aureus QS inh 0 and S aureus QS inh GFP MFI % 6.
Cn1nc(OCc2ccccc2)ccc1=O was read as S aureus QS inh 0 and S aureus QS inh GFP MFI % 0.
O=C(CN1C(=O)CC(c2ccco2)Sc2ccccc21)Nc1ccccc1F (stereo not given) was read as S aureus QS inh 24 and S aureus QS inh GFP MFI % 74.
For O=C(/C=C/N1CCOCC1)c1ccc(-c2ccccc2)cc1 the results were S aureus QS inh 0 and S aureus QS inh GFP MFI % 4.
`NC(=O)CN1C(=O)C(O)(CC(=O)c2ccccc2O)c2ccccc21` (stereo not given) gave S aureus QS inh 0 and S aureus QS inh GFP MFI % 0.
Screening CCC(=O)Nc1nn(C)c2nc3c(C)cccc3cc12 returned S aureus QS inh 1 and S aureus QS inh GFP MFI % 12.
CCCCOc1ccc(CNn2c(C)nc3ccccc3c2=O)cc1 was read as S aureus QS inh 16 and S aureus QS inh GFP MFI % 26.
COc1ccc(-n2c(=O)cc(N3CCc4ccccc43)[nH]c2=O)cc1 was read as S aureus QS inh -10 and S aureus QS inh GFP MFI % -32.
For O=C(NC1(C(F)(F)F)Oc2ccccc2O1)N1CCCC1 the results were S aureus QS inh 4 and S aureus QS inh GFP MFI % 18.
`CN1CCCCCC1=Nc1ccccc1C#N` gave S aureus QS inh -2 and S aureus QS inh GFP MFI % -4.
Cc1ccc2cc(-c3noc(C4CCCO4)n3)c(=O)[nH]c2c1 (stereo not given) was read as S aureus QS inh -1 and S aureus QS inh GFP MFI % 4.
CCOc1ccccc1NC(=O)CSc1nc(N)c(C#N)cc1C#N was read as S aureus QS inh -3 and S aureus QS inh GFP MFI % -4.
Screening Cn1c(=O)c2cc(S(=O)(=O)NCCC(=O)NCc3ccccc3Cl)ccc2n(C)c1=O returned S aureus QS inh 7 and S aureus QS inh GFP MFI % 61.
For Cc1ccccc1-c1nc(CN2CCC(C(=O)NCCCN3CCCC3)CC2)c(C)o1 the results were S aureus QS inh 0 and S aureus QS inh GFP MFI % -10.
CCOc1ccc(CCNS(=O)(=O)c2c(C)n[nH]c2C)cc1OCC was read as S aureus QS inh 1 and S aureus QS inh GFP MFI % 20.
CC1(C)C(c2cccs2)=[N+]([O-])C2(CCCCC/C2=N\O)N1O (stereo not given) was read as S aureus QS inh -2 and S aureus QS inh GFP MFI % -16.
Screening COc1ccc(Cl)cc1NC(=O)c1oc(C)nc1C returned S aureus QS inh 2 and S aureus QS inh GFP MFI % 5.
For CCc1c(-c2ccccc2)nc2nc(C)c(C)nn12 the results were S aureus QS inh 4 and S aureus QS inh GFP MFI % 13.
CC1CCCCN1CCNS(=O)(=O)c1ccc2c(c1)oc(=O)n2C (stereo not given) was read as S aureus QS inh -2 and S aureus QS inh GFP MFI % -1.
Screening Cc1noc(/C=C/N(C)C)c1S(=O)(=O)N1CCCC(C(=O)NCc2ccc(F)cc2)C1 (stereo not given) returned S aureus QS inh 0 and S aureus QS inh GFP MFI % 1.
Screening Cc1onc(-c2c(Cl)cccc2Cl)c1C(=O)NCCN1CCOCC1 returned S aureus QS inh 2 and S aureus QS inh GFP MFI % 44.
`O=C(Nc1ccncc1)c1cc2ccccc2oc1=O` gave S aureus QS inh 2 and S aureus QS inh GFP MFI % 18.
`COCCCNC(=O)C1CCN(C(=O)Nc2ccc(Cl)cc2)CC1` gave S aureus QS inh 0 and S aureus QS inh GFP MFI % -10.
For COc1cccc(C2N(c3ccccn3)C(=O)C3CCCN32)c1OC (stereo not given) the results were S aureus QS inh 2 and S aureus QS inh GFP MFI % 7.
O=C(Nc1ccccc1Cl)N1CCN(c2ccc3nnc(-c4ccccc4)n3n2)CC1 was read as S aureus QS inh -1 and S aureus QS inh GFP MFI % -1.
Screening Cc1ccc(CN2C(=O)CCC2C(=O)N2CCN(c3ccc(F)cc3)CC2)cc1 (stereo not given) returned S aureus QS inh 1 and S aureus QS inh GFP MFI % 4.
Cc1ccc(C(C)C)c(OCc2nc(-c3nonc3N)no2)c1 was read as S aureus QS inh 3 and S aureus QS inh GFP MFI % 7.
`Cc1cccnc1-n1c(CCN2C(=O)c3ccccc3C2=O)nc2ccccc2c1=O` gave S aureus QS inh 0 and S aureus QS inh GFP MFI % -6.
CCN(CC)CCN1C(=O)c2oc3ccc(F)cc3c(=O)c2C1c1ccncc1 (stereo not given) was read as S aureus QS inh 0 and S aureus QS inh GFP MFI % 1.
For COc1ccc(C2=NO[C@@H]3C(=O)N(c4ccc5c(c4)OCCO5)C(=O)[C@H]23)cc1OC the results were S aureus QS inh -5 and S aureus QS inh GFP MFI % -5.
`CCc1nnc(NC(=O)c2ccc(S(=O)(=O)N(CC(C)C)CC(C)C)cc2)o1` gave S aureus QS inh 18 and S aureus QS inh GFP MFI % 49.
For Cc1nn2c(=O)cc(CSc3nc4ccccc4[nH]3)nc2s1 the results were S aureus QS inh -1 and S aureus QS inh GFP MFI % 2.
`COc1ccccc1N1CCN(C(=O)c2cc3c(=O)n(C)c4ccccc4c3n2C)CC1` gave S aureus QS inh -3 and S aureus QS inh GFP MFI % -7.
For CN(C)/C=N/c1ncnc2c1cnn2-c1ccc(C(F)(F)F)cn1 the results were S aureus QS inh -3 and S aureus QS inh GFP MFI % -18.
`CCN1CCN(C(=O)C2CCN(S(=O)(=O)c3cccc4cccnc34)CC2)CC1` gave S aureus QS inh -7 and S aureus QS inh GFP MFI % -40.
For COc1cc(NC(=O)c2cc(-c3cccs3)on2)cc(OC)c1OC the results were S aureus QS inh -1 and S aureus QS inh GFP MFI % 2.
For Cc1cccc(N2CCN(C(=O)Cn3sc4nc(C)cc(C)c4c3=O)CC2C)c1 (stereo not given) the results were S aureus QS inh 31 and S aureus QS inh GFP MFI % 32.
`CCOc1ccc2c(c1)n(CO)c(=S)n2CO` gave S aureus QS inh -2 and S aureus QS inh GFP MFI % -6.
Cc1ccc(S(=O)(=O)c2n[nH]n3c2nc(=O)c2ccccc23)cc1 was read as S aureus QS inh -2 and S aureus QS inh GFP MFI % -20.
For CC1CCc2cc(F)cc3c(=O)c(C(=O)O)cn1c23 (stereo not given) the results were S aureus QS inh 8 and S aureus QS inh GFP MFI % 24.
`CCOC(=O)C1=C(CS(=O)(=O)c2ccccc2)NC(=O)NC1c1ccccc1OCC` (stereo not given) gave S aureus QS inh 0 and S aureus QS inh GFP MFI % -10.
O=C(CN1CCCC(O)C1)N1c2ccccc2Sc2ccc(C(F)(F)F)cc21 (stereo not given) was read as S aureus QS inh 3 and S aureus QS inh GFP MFI % 11.
Screening Cc1ccc(-c2nc(C3CCCN(S(=O)(=O)c4ccc(C)cc4)C3)no2)cc1 (stereo not given) returned S aureus QS inh -1 and S aureus QS inh GFP MFI % 4.
For COc1cccc(/C=C/c2ccncc2)c1OC the results were S aureus QS inh 2 and S aureus QS inh GFP MFI % -5.
For Cc1ccc(CNC(=O)C2CC(=O)OC23CCCC3)c(C)c1 (stereo not given) the results were S aureus QS inh -1 and S aureus QS inh GFP MFI % -2.
Screening CC(=O)c1c(C)[nH]c(C(=O)NCCc2cccc(C)c2)c1C returned S aureus QS inh 1 and S aureus QS inh GFP MFI % 6.
For CCN(CC)S(=O)(=O)c1ccc2c(c1)c(=O)c(C(=O)N1CCN(c3ccccc3)CC1)cn2C the results were S aureus QS inh 1 and S aureus QS inh GFP MFI % 14.
For Cc1nc(NC2=NCN(CCN3CCOCC3)CN2)nc2c(C)cccc12 the results were S aureus QS inh 0 and S aureus QS inh GFP MFI % 3.
`O=C(c1cccn2c(=O)c3cc(Br)ccc3nc12)N1CCN(c2ccccn2)CC1` gave S aureus QS inh 0 and S aureus QS inh GFP MFI % 3.
CCN1C(=O)CC(N2CCN(c3ccc(OC)cc3)CC2)C1=O (stereo not given) was read as S aureus QS inh 0 and S aureus QS inh GFP MFI % 6.
CC(O)COc1ccc(/C(=N/O)c2ccccc2)cc1 (stereo not given) was read as S aureus QS inh -1 and S aureus QS inh GFP MFI % -3.
`CCOC(=O)c1sc2nc(NC(=O)C3CCCCC3)sc2c1C` gave S aureus QS inh 4 and S aureus QS inh GFP MFI % 12.
`CCC1CCCCN1C(=O)c1cc2cc(Br)ccc2oc1=O` (stereo not given) gave S aureus QS inh -1 and S aureus QS inh GFP MFI % -10.
Screening Cn1ncc(Cl)c1C(=O)Nc1cccnc1 returned S aureus QS inh -7 and S aureus QS inh GFP MFI % -12.
O=C1C2CCCN2C(c2ccccc2F)N1c1ccc(Cl)cc1 (stereo not given) was read as S aureus QS inh -10 and S aureus QS inh GFP MFI % -17.
For COc1ccc(CCNC(=O)C2CCCN(c3nn4c(=O)cc(C)nc4s3)C2)cc1OC (stereo not given) the results were S aureus QS inh 3 and S aureus QS inh GFP MFI % 18.

This is a subset (hit frequency here may not be typical).
